HUVEC tox TNFa: cytotoxicity in TNFa-stimulated HUVEC, primary screen, cytotoxicity control for VCAM1 expression modulator project, imaging, Hoechst nuclei count. HUVEC TNFalpha-stimulated, Hoechst cell count. cell count reduction, % at 2 µM. 0.17% of 93,000 active;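 active = cell count reduction exceeding the screen mean by over 5 SD, scaled to untreated wells per plate, cut at about 78% in these data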;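 also: cells counted after 24 h of TNF alpha exposure following the 1 h pretreatment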
Smad3 FoxH1 inh: Smad3/FoxH1 peptide binding inhibitors, primary screen, biochemical, TR-FRET; Mothers against decapentaplegic homolog 3 (Homo sapiens), P84022; TR-FRET Smad3/Dy647-FoxH1 peptide binding, europium anti-His; inhibition, % at 25 µM; 0.29% of 88,000 active; AID 630, 2007;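 active = compounds that reduce the energy-transfer binding signal between the protein and its labelled peptide by more than half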;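 also: 0% = Smad3 plus labelled peptide maximal FRET and 100% = peptide-only background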
Target sequence (P84022 whole entry, looked up): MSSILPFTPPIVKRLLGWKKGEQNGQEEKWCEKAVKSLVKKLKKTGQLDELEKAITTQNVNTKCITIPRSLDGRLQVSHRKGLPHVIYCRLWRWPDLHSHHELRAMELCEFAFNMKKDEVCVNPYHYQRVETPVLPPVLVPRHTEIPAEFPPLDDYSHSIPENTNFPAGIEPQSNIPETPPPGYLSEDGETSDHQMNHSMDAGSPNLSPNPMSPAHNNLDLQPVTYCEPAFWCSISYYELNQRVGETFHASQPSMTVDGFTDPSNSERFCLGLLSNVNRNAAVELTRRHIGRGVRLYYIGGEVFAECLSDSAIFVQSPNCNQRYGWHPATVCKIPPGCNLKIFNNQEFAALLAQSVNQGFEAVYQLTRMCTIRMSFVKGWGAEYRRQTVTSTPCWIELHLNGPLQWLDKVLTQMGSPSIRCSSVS
Candida biofilm: clotrimazole potentiators killing Candida biofilms, primary screen, with clotrimazole, Alamar Blue. C. albicans biofilm + clotrimazole. inhibition, % at 6 µM. 0.14% of 85,000 active. AID 834, 2007;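 active = inhibition above 20%; inactive = inhibition below 20%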;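 also: preformed 24 hr biofilms exposed to compound for 48 hr; 0% = biofilm without compound and 100% = blank killed by clotrimazole plus chlorhexidine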
IL1B cytotox: cytotoxicity in IL-1B stimulated HUVEC, primary screen, cytotoxicity control for IL-1B NFkB translocation project, imaging, Hoechst nuclear count, IL-1B stimulus. HUVEC cell count loss. cell count reduction, % at 2 µM. 0.41% of 94,000 active;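 active = cell count reduction more than 3 SD above the screen-wide mean, cut at about 70% in these data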;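 also: normalized per plate to untreated control cells as the no-loss baseline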
sEH inhibitor: soluble epoxide hydrolase inhibitors, primary screen, biochemical, human sEH; recombinant human sEH enzymatic activity assay; inhibition, % at 2 µM; 0.34% of 91,000 active; in the data active = inhibition above about 80%; also: values of inactives mirror those of a sister screen read the other way; many of its hits are not listed in these tables
Target sequence (P34913 whole entry, looked up): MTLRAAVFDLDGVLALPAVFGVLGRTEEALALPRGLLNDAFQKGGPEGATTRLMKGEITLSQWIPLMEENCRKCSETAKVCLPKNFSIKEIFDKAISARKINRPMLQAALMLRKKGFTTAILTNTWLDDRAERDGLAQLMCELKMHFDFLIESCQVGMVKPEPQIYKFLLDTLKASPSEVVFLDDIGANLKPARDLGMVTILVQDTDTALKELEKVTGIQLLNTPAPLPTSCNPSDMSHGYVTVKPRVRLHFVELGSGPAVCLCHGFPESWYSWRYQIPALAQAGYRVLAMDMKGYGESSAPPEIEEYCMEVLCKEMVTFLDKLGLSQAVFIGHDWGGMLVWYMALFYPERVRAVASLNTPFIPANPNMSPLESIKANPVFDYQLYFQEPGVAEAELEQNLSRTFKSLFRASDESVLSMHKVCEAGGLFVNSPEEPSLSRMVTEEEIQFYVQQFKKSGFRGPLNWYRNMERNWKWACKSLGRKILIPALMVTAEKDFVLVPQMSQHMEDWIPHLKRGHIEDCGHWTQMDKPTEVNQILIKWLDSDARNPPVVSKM
ERb coact inh: inhibitors of ERβ-SRC1 coactivator interaction, primary screen, biochemical, TR-FRET, ERβ LBD, SRC-1 peptide; Estrogen receptor beta (Homo sapiens), Q92731; TR-FRET ER-beta LBD / SRC1-Cy5 peptide binding; receptor agonist-loaded with 1 µM estradiol; inhibition, % at 25.6 µM; 1.3% of 86,000 active;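 active = compounds whose percent inhibition of the receptor-coactivator binding signal exceeds about 50% in the single-dose screen, limit read from the data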;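 also: 0% = receptor plus peptide wells without compound and 100% = peptide-only wells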
sEH activator: soluble epoxide hydrolase activators, primary screen, biochemical, human sEH. Bifunctional epoxide hydrolase 2 (Homo sapiens), P34913. purified human sEH enzymatic activity, activator screen. activation, % at 2 µM. 0.04% of 91,000 active; in the data active = activation above about 37%; also: values of inactives mirror those of a sister screen read the other way
cytoskel mod: modifiers of F-actin cytoskeleton organization, primary screen, imaging, HUVEC, phalloidin staining, high-content imaging; HUVEC TNFa F-actin phalloidin imaging; inhibition, % at 2 µM; 0.18% of 91,000 active; AID 836, 2007;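 active = inhibition above the batch mean plus 3 SD and confirmed as a hit by visual image inspection, cut at about 30% in these data, passing the limit was not always enough; inconclusive = above the inhibition threshold but rejected on visual inspection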; also: strong numbers were not always called active
VCAM1 TNFa inh: inhibitors of TNFa-induced VCAM1 expression, primary screen, imaging, HUVEC, TNFa stimulus, immunofluorescence; HUVEC TNFa-induced VCAM-1 immunofluorescence, high-content imaging; inhibition, % at 2 µM; 0.48% of 95,000 active; AID 802, 2007;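 active = inhibition above the batch mean plus 3 SD, with images confirmed as a hit by eye, cut at about 37% in these data; inconclusive = inhibition above that limit but hit not confirmed in images; inactive = inhibition not above that limit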;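 also: 0% = TNF-stimulated DMSO wells and 100% = unstimulated control wells; not every result past the cut was called active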
* marks the source's active call; other numbers are inactive results; ? = inconclusive; . = no result given; [ ] = dose if it differs, or a comment.

Start of the data: the first 5 records (preview)
SMILES	HUVEC tox TNFa	Smad3 FoxH1 inh	Candida biofilm	IL1B cytotox	sEH inhibitor	ERb coact inh	sEH activator	cytoskel mod	VCAM1 TNFa inh
CC(=O)c1ccc(N2CCN(C(=S)Nc3ccccc3)CC2)cc1	-1	.	.	-32	6	.	-3	-27	-7
CCCCc1ccc(CC(=O)O)cc1	18	3	.	-1	-4	-9	4	-2	-20
CCN(CC)CCN1C(=O)C(=O)/C(=C(/O)c2ccccc2)C1c1ccccc1F (stereo unspecified)	-21	-3	7	-15	17	2[fluorescence artefact?]	-17	7	-21
COc1ccc(C(C(=O)OC(C)CN(C)C)c2ccccc2)cc1 (stereo unspecified)	-6	.	.	7	4	.	-4	2	3
Cc1cccn2c(=O)c3cc(C(=O)N(C)C)n(C)c3nc12	-15	-2	8	10	-5	2[fluorescence artefact?]	6	-3	-14

This part in full, previewed entries included:
SMILES	HUVEC tox TNFa	Smad3 FoxH1 inh	Candida biofilm	IL1B cytotox	sEH inhibitor	ERb coact inh	sEH activator	cytoskel mod	VCAM1 TNFa inh
CC(=O)c1ccc(N2CCN(C(=S)Nc3ccccc3)CC2)cc1	-1	.	.	-32	6	.	-3	-27	-7
CCCCc1ccc(CC(=O)O)cc1	18	3	.	-1	-4	-9	4	-2	-20
CCN(CC)CCN1C(=O)C(=O)/C(=C(/O)c2ccccc2)C1c1ccccc1F (stereo unspecified)	-21	-3	7	-15	17	2[fluorescence artefact?]	-17	7	-21
COc1ccc(C(C(=O)OC(C)CN(C)C)c2ccccc2)cc1 (stereo unspecified)	-6	.	.	7	4	.	-4	2	3
Cc1cccn2c(=O)c3cc(C(=O)N(C)C)n(C)c3nc12	-15	-2	8	10	-5	2[fluorescence artefact?]	6	-3	-14
Cc1cc(-c2ccco2)n(CC(=O)NCc2ccco2)n1	-19	37[fluorescence artefact?]	5	-6	-9	-10	8	2	3
COc1ccc(S(=O)(=O)N2CCCCCC2)cc1C(=O)OCC(=O)NC(N)=O	-10	1	.	-12	-14	4	13	-4	0
CCNc1cc2oc(=O)c(CN3CCOCC3)c(C)c2cc1C	33	2	0	8	-6	6	6	-34	3
CCCCNC(=O)CC(NS(=O)(=O)c1ccc(C)cc1)c1ccco1 (stereo unspecified)	-17	-6	5	-8	6	8	-8	-33	-7
COc1ccc(S(=O)(=O)N(CC(=O)Nc2ccc3c(c2)OCO3)c2ccccc2OC)cc1	-2	3	7	11	4	16	-5	-17	11
Cc1cccc(/C=C2/SC(=O)N(Cc3ccccc3Cl)C2=O)n1	-6	.	.	-1	-6	.	8	-26	12
CCN(CC)Cc1c(O)ccc2occ(C(=O)c3ccc(OC)cc3)c12	-21	-4	7	-23	-6	-3	8	-1	7
O=C(Nc1nncs1)c1ccc(Br)c(S(=O)(=O)N2CCCC2)c1	-14	-1	0	-5	0	-6	-2	8	6
COc1ccc(C(=O)COc2nc(C)cc(C)c2C#N)cc1	-13	3	8	4	10	-2	-10	15	3
CC12COC3(C(=O)Nc4cccnc4)CC1CCC32C (stereo unspecified)	-14	6	6	21	2	-4	2	34	-1
CCc1ccc(N2CC(C(=O)NC3=NCCS3)CC2=O)cc1 (stereo unspecified)	-36	10	8	-2	.	-5	.	57	5
CCCCn1cnc2c1c(=O)[nH]c(=O)n2CCCC	-52	-8	5	-11	1	0	2	35*	0
CC1CC(N(C(=O)c2ccc(Cl)cc2)c2ccccc2)c2ccccc2N1C(=O)c1ccco1 (stereo unspecified)	-16	7	0	16	3	1	-3	12	3
O=c1cc(-c2cccs2)oc2ccc(Cl)cc12	11	-7	8	13	-5	-2	2	.	-13
COc1ccc(-n2nc(N)c3c(=O)oc(N(C)C)nc32)cc1	-1	.	.	-39	0	.	2	-8	6
Cc1cc(OC(=O)CNC(=O)OC(C)(C)C)c2c(C)cc(=O)oc2c1	-18	-10	6	-27	10	-7	-12	5	9
COc1ccc(CC(=O)Nc2ccc(-c3noc(-c4ccccc4OC)n3)cc2)cc1	-18	3	2	-39	8	16[fluorescence artefact?]	-9	-14	2
CCn1c(=O)n(CC(=O)NCc2ccco2)c(=O)c2ccccc21	-53	9	6	-15	12	-10	-12	23	-50
Cc1cccc(C(=O)Oc2ccccc2-c2nnco2)c1	29	-3	3	30	-7	32[fluorescence artefact?]	8	8	16
N#C/C(=C\c1cc([N+](=O)[O-])c(N2CCOCC2)cc1N1CCOCC1)c1nc2ccccc2[nH]1	-14	.	.	-20	-5	.	2	17	2
NC(=O)c1nn(-c2ccccc2)nc1NC(=O)CN1CCCCC1	-35	3	8	-13	3	-9[fluorescence artefact?]	-2	-21	-6
O=C(Cc1ccccc1)Nc1cccc(-c2nc3ncccc3o2)c1	0	17	5	-31	4	6[fluorescence artefact?]	-4	14	-5
N#CCCn1cc(/C=N/O)c(-c2ccc(F)cc2)n1	-6	2[fluorescence artefact?]	-4	-8	-4	7	1	1	13
N#C/C(Cn1c[n+](NC(=O)Nc2ccccc2)cn1)=N/O	-9	4	5	2	-4	6	5	.	-13
Cn1c(SCc2ccccc2)nnc1-c1cccs1	9	5	1	-10	6	-8	-6	4	-12
CC(CNC(=O)C(=O)NC(C)CCc1ccccc1)Cc1ccccc1 (stereo unspecified)	-9	.	.	-69	2	.	0	-23	7
Cc1oc2cc(OC(C)C(=O)O)ccc2c(=O)c1Oc1ccccc1 (stereo unspecified)	-43	-6	0	-4	-6	45	6	5	10
COC(=O)c1ccc(NC(=O)C2CC(=O)N(c3cc(C)ccc3C)C2)cc1 (stereo unspecified)	-3	3	4	-46	1	-8	-6	14	23
c1cncc(-c2nc(-c3ccc4c(c3)OCO4)cs2)c1	-2	6	4	18	6	-2	-4	-34	-21
O=C(NC1CCCCC1)N1CCCC1	-16	-5	2	-30	-7	-8	10	-7	6
CCC(C)c1ccc(O)c(NC(=O)c2ncn[nH]2)c1 (stereo unspecified)	-10	10[fluorescence artefact?]	2	-7	-15	6	15	7	30
CCOC(=O)N1CCN(C(=O)c2ccc(Cl)c(S(=O)(=O)N3CCOCC3)c2)CC1	-10	.	.	11	.	.	.	13	1
O=C(Nc1ccc(N2CCN(C(=O)c3ccco3)CC2)cc1)c1ccccc1F	-20	8	11	7	4	11	-5	-5	-38
Cc1ccc(NC(=O)c2ccc(-n3cncn3)c([N+](=O)[O-])c2)cc1	-26	.	.	13	-14	.	13	26	-4
O=C(NCc1ccncc1)c1cccc(Cn2cc(Br)cn2)c1	-17	-2	1	-18	.	-4	.	4	17
COc1ccc(COc2ccsc2C(=O)Nc2ccc(Cl)c(Cl)c2)cc1	-23	.	.	7	-6	.	6	-11	5
Oc1ccc(Nc2nc3ccccc3nc2Nc2ccc(O)cc2)cc1	.	19	1	2	8	83*[fluorescence artefact?]	-5	?	94*
CCOc1ccccc1C(=O)NC(C(=O)OCC(=O)Nc1nnc(-c2ccccc2)o1)C(C)C (stereo unspecified)	1	10	8	-5	2	7	-3	-3	0
COc1ccccc1/C=C/C(=O)NC(=S)Nc1ccc(S(=O)(=O)N(C)c2ccccc2)cc1	5	.	.	0	12	.	-10	11	-8
CCOC(=O)c1c(NC(=O)Nc2cccc(Cl)c2)sc(C)c1C	-1	-3	6	9	3	-8	0	-7	-12
C=CCSc1ncccc1C(=O)O	-9	4	7	-38	3	3[fluorescence artefact?]	0	-4	15
C/C(=N\NC(=O)c1c(Br)c(C)nn1C)c1ccc(NC(=O)C(C)Oc2ccc(Cl)cc2C)cc1 (stereo unspecified)	-23	.	.	-10	-2	.	5	20	-7
COc1ccccc1N1CCN(C(=O)C(Sc2ccccc2)c2ccccc2)CC1 (stereo unspecified)	-6	.	.	-7	-1	.	4	30	9
O=C(C1=C(O)C(=O)N(CCN2CCOCC2)C1c1ccncc1)c1ccco1 (stereo unspecified)	-10	13	4	-31	.	-9	.	14	5
C=CCSc1nc(N)c(C#N)c(-c2ccc(C)cc2)c1C#N	16	.	.	31	-12	.	12	-16	7
O=C(CN1C(=O)c2ccccc2C1=O)Nc1ccc(N2CCOCC2)cc1	33	-16	3	-3	22	25[fluorescence artefact?]	-22	-5	18
CSc1nc(C)cc(C)c1S(=O)(=O)c1ccccc1C	-4	.	.	-5	0	.	1	19	15
Cc1cccc(Sc2c(C=O)c3ccccc3n2C)c1	-12	.	.	-41	2	.	-2	-13	14
O=C(Nc1nnc(C2CC2)o1)c1ccc(S(=O)(=O)N2CCCc3ccccc32)cc1	17	16	12	18	14	-7	-10	-6	21
O=C(O)c1cc(CN2CCOCC2)oc1-c1ccccc1	-13	-2	6	-13	-1	14	2	2	4
CCC(c1nnnn1CCc1ccccc1)N(Cc1ccco1)Cc1cc2cccc(C)c2[nH]c1=O (stereo unspecified)	-14	2	4	2	10	2	-11	4	0
CCOc1ccc(C(=O)NCCn2cc(SCC(=O)Nc3cc(C)on3)c3ccccc32)cc1	-11	1	-2	-9	14	0	-14	-15	11
CCCn1c(NCc2ccco2)nc2ccccc21	-22	5	8	-46	-9	-13	9	18	18
CCOC(=O)CSc1nc2cc(C(=O)OC)ccc2c(=O)n1CCN1CCOCC1	-12	2	7	-12	0	4[fluorescence artefact?]	1	2	-23
CCn1c(=O)c(C(=O)NC(C)C)c(O)c2ccccc21	-25	10	2	0	-14	1	9	.	4

Next section
SMILES	HUVEC tox TNFa	Smad3 FoxH1 inh	Candida biofilm	IL1B cytotox	sEH inhibitor	ERb coact inh	sEH activator	cytoskel mod	VCAM1 TNFa inh
Cc1ccc(NC(=O)COc2nc(C)cs2)cc1	-2	-3	8	-59	9	6	-6	-3	8
CCCn1c(SCC(=O)c2cc(OC)ccc2OC)nnc1C(C)C	-14	10	7	3	-9	-31[fluorescence artefact?]	10	-10	-3
Cc1ccc(Sc2nnc(-c3ccccc3)cc2C#N)cc1	.	7	3	13	-3	-12	6	-8	11
CC(C)N(C(=O)CSc1nnc(CN2CCCCCC2=O)n1-c1ccccn1)C(C)C	-19	-2	10	-35	-1	-7	-1	5	0
COc1ccc(S(=O)(=O)NCCSc2ccc(Cl)cc2)cc1OC	-20	-6	-1	-23	-6	-15	11	24	14
CCS(=O)(=O)c1nc(NC(C)=O)n[nH]1	-32	4	4	-14	-2	-9	1	30	6
O=C(Nc1ccc(N2CCOCC2)cc1)c1cccnc1	-12	-6	9	25	11	17	-6	-1	-5
Cc1cccc(NC2=C(Cl)C(=O)OC2NC(=O)c2ccccc2)c1 (stereo unspecified)	-24	-10	5	-55	-11	-4	10	-10	-4
CN(CC(=O)NCCCN1CCOCC1)S(=O)(=O)c1ccc(Br)cc1	.	-8	-4	-27	12	1	-7	-12	12
CCCCCn1c(CNC(=O)c2cccs2)nc2ccccc21	-8	-2	8	-31	-9	2	9	-13	4
O=C(N/N=C/c1ccc(-c2cccc(C(F)(F)F)c2)o1)c1ccccc1Br	-17	.	.	-30	-3	.	6	23	6
CC(=O)c1cc(-c2ccc(F)cc2)n(CC(=O)NCc2cccs2)c1C	-37	-48[fluorescence artefact?]	1	-3	-2	-20[fluorescence artefact?]	3	-14	17
COc1ccccc1-c1nc(-c2ccccn2)no1	23	3	12	2	6	1	-7	-19	0
COc1ccc2c(c1)c(=O)oc1cc(OCC(=O)NC3CCCCC3)ccc12	-13	-49[fluorescence artefact?]	12	-24	8	72*	-10	2	3

Screens as filed in PubChem BioAssay.

A portion of the library; the hit share may differ from the screen's.
